MEKK2mut PB1 HTS: MEK5 binding signal on mutant MEKK2 PB1, primary screen, biochemical, multiplex bead flow cytometry, Alexa488-MEK5; Alexa488-MEK5 binding to MEKK2 mutant; percent response, % at 10 µM; 290,000 tested, 0.35% active; in the data active = percent response above about 24%, passing the limit was not always enough; note: inactives centre near 1; some results filed as inactive read as strong as hits; reference of the scale not given here
V1aR counter: agonists of human V1a receptor, primary screen, counter-screen for OXTR agonist project, fluorescence, CHO-V1R cells; AID 2797, 2010; 320,000 tested, 0.25% active; activation, % at 3 µM; Vasopressin V1a receptor (Homo sapiens), P37288; Fluo-8 calcium fluorescence, agonist mode; 0% DMSO, 100% 3 nM vasopressin;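 active = activation above the mean activation of all tested compounds plus 3 SD, per screening run, cut at about 20% in these data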;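 note: signal is peak over basal fluorescence ratio across a 100 second FLIPR read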
GalR3 antag: GalR3 antagonists in HEK293 cells, primary screen, cell-based, fluorescence readout; inhibition, % at 3 µM; 360,000 tested, 0.44% active; HEK293 GalR3-CNG cAMP membrane potential fluorescence; galR3 body fused to GalR1 C-terminus; AID 651719, 2012;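 active = inhibition above the screen-wide average plus 3 SD, cut at about 13% in these data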;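 note: forskolin and galanin both at EC90 stimulate the cells; cAMP rise reported by CNG channel membrane potential dye signal; 0% = forskolin plus galanin with DMSO and 100% = forskolin alone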
Target sequence (O60755 1-299 limits assumed): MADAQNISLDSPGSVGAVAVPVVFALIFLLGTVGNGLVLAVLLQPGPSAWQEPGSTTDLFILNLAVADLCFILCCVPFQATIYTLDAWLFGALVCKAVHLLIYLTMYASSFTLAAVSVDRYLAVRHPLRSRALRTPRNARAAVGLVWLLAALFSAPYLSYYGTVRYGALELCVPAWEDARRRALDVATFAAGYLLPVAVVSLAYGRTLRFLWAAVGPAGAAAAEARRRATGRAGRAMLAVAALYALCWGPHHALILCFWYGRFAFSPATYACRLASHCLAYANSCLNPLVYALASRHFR
OXTR agonist: human OXTR agonists, primary screen, fluorescence, CHO-OTR cells, Fluo-8 calcium; activation, % at 3 µM; Fluo-8 calcium fluorescence; normalized: DMSO 0%, oxytocin 100%; Oxytocin receptor (Homo sapiens), P30559; 320,000 tested, 0.32% active;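 active = activation above the mean of all tested compounds plus 3 SD, cutoff set per screening run, cut at about 20% in these data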;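 note: peak over basal fluorescence ratio from a 100 s FLIPR kinetic read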
Target sequence (P30559 whole entry, looked up): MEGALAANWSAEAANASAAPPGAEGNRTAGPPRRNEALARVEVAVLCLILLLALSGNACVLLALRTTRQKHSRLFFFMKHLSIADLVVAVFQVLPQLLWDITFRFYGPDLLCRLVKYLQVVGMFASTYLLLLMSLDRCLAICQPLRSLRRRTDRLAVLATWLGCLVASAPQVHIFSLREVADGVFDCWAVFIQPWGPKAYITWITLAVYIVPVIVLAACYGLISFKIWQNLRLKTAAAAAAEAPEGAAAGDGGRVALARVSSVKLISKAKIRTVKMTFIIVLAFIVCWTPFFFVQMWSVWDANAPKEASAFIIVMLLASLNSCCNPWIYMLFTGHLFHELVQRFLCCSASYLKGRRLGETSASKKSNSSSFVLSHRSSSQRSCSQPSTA
OXTR potentiator: human OXTR potentiators, primary screen, fluorescence, CHO-OTR cells, Fluo-8 calcium; Oxytocin receptor (Homo sapiens), P30559; Fluo-8 calcium fluorescence, potentiator mode; 0% = oxytocin EC15, 100% = EC100; activation, % at 3 µM; 320,000 tested, 0.061% active; AID 2445, 2010;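 active = activation above that plate's cutoff, the mean activation of tested compounds plus 3 SD, cut at about 6.6% in these data, passing the limit was not always enough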;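 note: 100% uses oxytocin at 75 nM as the full agonist control; some results filed as inactive read as strong as hits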
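Assay system: CHO-OTR cells, human receptor / Also added: oxytocin at about EC15, sub-maximal agonist stimulus / Dosing: single dose, 3.0 µM nominal final compound concentration / Incubation: 6 min pre-incubation, 100 s read / Technique: Fluo-8 calcium dye fluorescence / Read-out: % activation vs EC15 and EC100 oxytocin / Benchmarks: EC15 oxytocin low, 75 nM oxytocin high / Replicates: singlicate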
PfM18AAP inh: PfM18AAP inhibitors, malaria aminopeptidase, primary screen, biochemical, QFRET, recombinant enzyme; AID 1822, 2009; M18 aspartyl aminopeptidase (Plasmodium falciparum 3D7); H-Glu-NHMec fluorogenic cleavage; inhibition, % at 7.35 µM; 290,000 tested, 1.2% active;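 active = inhibition above the campaign mean inhibition over all tested compounds plus 3 SD, cut at about 28% in these data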;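 note: 0% = plate median of test compound wells and 100% = 2 mM ZnCl2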
GPR7 antagonist: GPR7 receptor antagonists, primary screen, cell-based, fluorescence, single concentration | Neuropeptides B/W receptor type 1 (Homo sapiens), P48145 | GPR7-expressing cells, fluorescence antagonist assay | inhibition, % at 4.4 µM | 290,000 tested, 1.1% active | AID 1861, 2009; in the data active = inhibition above about 16%, passing the limit was not always enough;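 note: cells stimulated with the agonist NPW; 0% = agonist with vehicle and 100% = vehicle without agonist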
Target sequence (P48145 whole entry, looked up): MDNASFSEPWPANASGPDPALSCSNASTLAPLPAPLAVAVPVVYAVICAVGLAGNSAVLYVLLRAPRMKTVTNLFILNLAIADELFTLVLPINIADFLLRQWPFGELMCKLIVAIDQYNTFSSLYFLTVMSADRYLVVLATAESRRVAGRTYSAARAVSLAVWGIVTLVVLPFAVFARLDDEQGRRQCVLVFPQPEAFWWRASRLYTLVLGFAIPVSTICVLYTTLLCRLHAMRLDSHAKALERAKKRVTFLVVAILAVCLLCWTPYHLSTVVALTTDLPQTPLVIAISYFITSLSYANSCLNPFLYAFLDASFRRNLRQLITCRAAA
MEKK2wt PB1 HTS: modulators of MEK5 binding to wildtype MEKK2, primary screen, biochemical, multiplex bead flow cytometry, Alexa488-MEK5; 290,000 tested, 1.1% active; binding response (% of control), % at 10 µM; Alexa488-MEK5 binding to MEKK2 WT; actives lie on both sides; AID 1531, 2009; in the data active = binding response below about 67% or above about 130%
NALP1 inh: NALP1 inflammasome inhibitors in reconstituted yeast, colorimetric, S. cerevisiae, triplicate retest; S. cerevisiae NALP1/ASC/caspase-1 growth, X-gal OD620, 72 h; inhibition, % at 10 µM; 280,000 tested, 0.61% active; in the data active = inhibition mostly above about 24%, no sharp cut-off; inactive = mostly below about 32%; note: some compounds called inactive have numbers as strong as hits
Numbers without * were called inactive; nt = no result given.

structure,MEKK2mut PB1 HTS,V1aR counter,GalR3 antag,OXTR agonist,OXTR potentiator,PfM18AAP inh,GPR7 antagonist,MEKK2wt PB1 HTS,NALP1 inh
O=C(Nc1cccc(Cl)c1)Nc1ccon1,-2,4.5,-1,3.8,-16,-2,-3,99,24
O=C(OCC(=O)N1CCN(Cc2ccccc2)CC1)c1cc(Cl)ccc1[N+](=O)[O-],nt,0.6,-5,-0.2,-1,nt,nt,nt,nt
Cc1cc(C)n(-c2ccc(C(=O)Nc3ccc4c(c3)OCO4)cc2)n1,-11,1.7,-4,-0.1,-8,4,3,96,8
Cc1cc(OCC(=O)NC2CCCCC2)ccc1Cl,2,-1.4,-3,-1.8,-6,-12,13,105,31
CCOc1cc(CN2CCN(CCc3ccccc3)C(CCO)C2)ccc1OC (stereo unspecified),4,0.7,4,3.1,-6,5,-18,107,7
O=C(Nc1cccc(C(F)(F)F)c1)c1sc(Cl)nc1C(F)(F)F,1,8.9,-12,8.1,-17,2,25,101,8
CCOc1ccc(N2CCCn3c2nc2c3c(=O)n(CCc3ccccc3)c(=O)n2C)cc1,1,nt,nt,nt,nt,-8,-6,99,9
COc1ccc(S(=O)(=O)N2CCN(CC(=O)Nc3cccc(F)c3)CC2)cc1,nt,1.1,-2,1.0,-4,3,15,nt,4
COCC1CCN(C(=O)c2cc(COc3ccc(C)c(C)c3)on2)C1 (stereo unspecified),-1,nt,0,nt,nt,1,-15,97,3
CCc1ccc(NC(=O)c2ccc(-n3cncn3)c([N+](=O)[O-])c2)cc1,nt,6.0,-4,3.8,-5,nt,nt,nt,nt
O=C(NC1CCS(=O)(=O)C1)/C(=C\c1ccco1)NC(=O)c1ccccc1 (stereo unspecified),-2,1.1,0,-1.4,6,21,-4,100,7
O=C(CCn1c(=O)sc2ccccc21)Nc1nc2ccccc2s1,11,0.5,-4,-1.2,-5,2,-3,112,28
COc1ccc(CN2C(=NC(=O)CCC3CCCC3)SC3CS(=O)(=O)CC32)cc1 (stereo unspecified),-5,0.2,-7,1.0,-5,-3,-8,97,16
CCn1cc(C(=O)N2CCN(c3ccccc3OC)CC2)c2cc(OC)c(OC)cc2c1=O,-1,0.2,-5,0.6,-10,13,-3,105,9
O=C(CCCCN1CCCCC1)c1ccc2c(c1)Cc1ccccc1-2,-6,5.4,-12,10,-21,-7,8,107,7
COc1cccc(C(C(=O)NC2CCCC2)N(C(=O)c2csnn2)C2CC2)c1 (stereo unspecified),-3,0.8,3,1.2,-11,1,-8,99,9
CCCNC(=O)c1onc(CSc2ccc(Cl)cc2)c1C(=O)NCCC(C)C,-2,1.9,-9,1.1,-14,nt,nt,102,nt
CCC(=O)N(CC(=O)Nc1sc(C)c(C)c1C(N)=O)C1CCCC1,8,-0.2,-3,-1.2,4,7,10,109,2
O=C1CN(C(=O)COc2ccccc2Cl)c2ccccc2N1,nt,0.4,-6,-1.2,-6,nt,nt,nt,nt
O=C(CCN1C(=O)c2ccccc2S1(=O)=O)Nc1nc2c(s1)CCCC2,3,1.1,-5,2.4,-8,-10,10,108,3
CC(C)=CC(=O)OCc1cc([N+](=O)[O-])cc2c1OCOC2,1,-1.2,2,-2.1,0,1,-8,99,25
CSc1nnc(-c2cnccn2)n1Cc1ccccc1,8,0.4,-7,0.6,3,4,-4,105,32
C/C(=N\N=C(N)N)c1ccc(Cl)c(Cl)c1,11,4.1,-9,5.0,-20,-7,3,125,6
Cc1ccc(-n2cc(CN3CCC(CO)(Cc4cccc(C(F)(F)F)c4)CC3)cn2)cc1,123*,9.4,-6,15,-17,5,10,227*,15
C/C(N)=C(/C#N)C(=O)COC(=O)CSc1ccc2ccccc2c1,4,12,-4,13,-8,0,4,103,5

Already shown: 2 of the compounds above.
structure,MEKK2mut PB1 HTS,V1aR counter,GalR3 antag,OXTR agonist,OXTR potentiator,PfM18AAP inh,GPR7 antagonist,MEKK2wt PB1 HTS,NALP1 inh
CCCNC(=O)c1onc(CSc2ccc(Cl)cc2)c1C(=O)NCCC(C)C,-2,1.9,-9,1.1,-14,nt,nt,102,nt
CCC(=O)N(CC(=O)Nc1sc(C)c(C)c1C(N)=O)C1CCCC1,8,-0.2,-3,-1.2,4,7,10,109,2

More results:
SMILES	MEKK2mut PB1 HTS	V1aR counter	GalR3 antag	OXTR agonist	OXTR potentiator	PfM18AAP inh	GPR7 antagonist	MEKK2wt PB1 HTS	NALP1 inh
CC(=O)Nc1ccc(NC(=O)c2c(C)noc2C)cc1	3	0.9	2	0.1	-7	-6	2	106	19
Cc1ccccc1S(=O)(=O)/N=C(/Nc1c(C)n(C)n(-c2ccccc2)c1=O)c1ccccc1	-3	0.7	-3	0.1	2	-15	6	94	7
CCOC(=O)c1ccc(S(=O)(=O)N2CCC(C(=O)NCc3ccccc3OC)CC2)cc1	nt	3.4	-4	3.5	-6	nt	nt	nt	nt
CCOC(=O)c1ccccc1NS(=O)(=O)c1ccc(OC)cc1	1	-1.1	-8	-1.7	-3	5	-5	96	31
CN1CC[n+]2c(CN3C(=O)c4ccccc4C3=O)csc21	1	0.8	4	0.7	-14	-3	13	99	3
Cc1cc(C)c(NC(=O)CS(=O)CC(=O)NCCN2CCCCCC2)c(C)c1 (stereo unspecified)	1	0.7	-10	0.2	-2	8	-10	101	27
COc1cc2cc3c(N)c(C(=O)NCc4ccco4)sc3nc2cc1OC	1	-0.1	nt	-2.0	-7	23	-12	96	20
Cc1ccc2c(c1)[nH]c1c(N3CCN(Cc4ccccc4)CC3)ncnc12	18	9.4	9	12	-10	2	-15	158*	16
Cc1c(OCC(=O)NC(Cc2ccc(Cl)cc2)C(=O)O)ccc2c(-c3ccccc3)cc(=O)oc12 (stereo unspecified)	0	0.3	-3	-0.1	3	-1	1	97	29
Nc1c(-c2cccs2)cnc2c(-c3ccc(F)cc3)cnn12	-3	0.8	-11	0.2	-11	-3	4	96	-1
CCN(c1ccccc1)S(=O)(=O)c1ccc(OC)c(NC(=O)CNCC(C)O)c1 (stereo unspecified)	-1	0.5	-1	-0.5	-2	-6	-9	104	32
CCC(=O)Nc1cccc2c1C(=O)N(C)C2=O	0	0.1	-2	0.7	2	6	-4	97	2
COc1ccc(-c2nnn(Cc3ccccc3F)n2)cc1	9	2.1	-4	-1.8	-15	-2	12	100	12
C=CCOc1c(OC)cc(Cl)cc1C1NC(=O)NC(C)=C1C(C)=O (stereo unspecified)	5	-0.1	-7	-0.1	-5	-3	-9	105	16
Cc1nn(CC(=O)NCCc2cccs2)c(=O)c2nn(-c3ccccc3)c(C)c12	1	1.0	3	-1.7	1	7	-9	96	-27
COC(=O)c1ccc(NC(=S)NC(=O)c2cccnc2)cc1	4	0.1	-5	-0.3	-3	8	2	100	2
CC(=O)N(c1cccc(Cl)c1)c1nc(C)cc(C)c1C#N	-4	0.8	4	-0.1	-3	-2	-16	94	-1
Cc1ccc2c(CN3CCC(C)CC3)cc(=O)oc2c1	5	-0.5	-7	-1.2	0	-5	-1	104	24
COc1ccc(S(N)(=O)=O)cc1C(=O)NCCCN1CCN(c2ccc(C)cc2)CC1	3	-0.5	-2	0.6	-1	-15	-4	102	4
Brc1cccc(-c2nnc3n2CCCCC3)c1	-6	-0.7	-1	-0.4	-4	2	-13	94	0
Cc1ccc(S(=O)(=O)NCCC(=O)Nc2cccc(S(N)(=O)=O)c2)cc1C	-2	-0.4	-9	0.8	-5	-16	1	98	5
Cn1c[n+](C)cc1-c1ccc(/C(N)=N/O)cc1	-4	0.9	4	0.3	-2	-8	-5	99	12
CC(=O)Nc1nnc(SCc2cc(=O)c(OC(=O)c3ccccc3)co2)s1	6	1.4	-7	0.4	-5	-7	-12	99	0
O=C(c1cc2ccccc2o1)N1CCN(c2ccccc2Cl)CC1	4	0.0	-3	-1.7	-7	-2	23	103	11
CSc1nc(-c2ccccc2)[nH]c(=S)c1C(C)=O	12	0.1	-2	2.0	-10	-15	2	98	6
CC(C)CC(=O)N1CCN(Cc2cccc([N+](=O)[O-])c2)CC1	-8	1.0	0	1.4	0	-5	4	93	12
c1ccc(-c2ncnc3cc4n(c23)CCC4)cc1	4	1.1	-3	0.6	-15	4	6	106	3
CC(=O)Cc1nsc(Nc2ccccc2)n1	1	-1.3	6	0.4	-20	4	1	104	-3
O=CN1CCN(C(=O)Cc2ccc([N+](=O)[O-])cc2)CC1	-2	-0.4	3	0.1	-2	-9	7	103	38
Cc1nnc(SCC(=O)Nc2cccc(C(F)(F)F)c2)n1Cc1ccco1	0	2.1	-4	2.3	-3	-1	-8	102	34
CCOC(=O)c1[nH]c(C)c(C(=O)N(C)C)c1C	-7	-0.2	-7	0.4	-6	-1	-11	93	1
COc1ccc(CCNC(=O)Cc2ccccc2)cc1OC	6	1.3	-3	0.2	-5	4	-1	106	14
CC(C)C[C@H](NC(=O)N1CCn2c1nc1ccccc12)C(=O)N[C@H](Cc1ccccc1)C(=O)O	2	-0.6	0	0.0	-3	-1	-8	97	-10
CCOc1cc(C(=O)Nc2cc(=O)n(C)c(=O)n2C)cc(OCC)c1OCC	8	0.5	-5	-0.2	-14	-5	-7	108	19
CCOC(=O)c1sc(=S)n(-c2cccc(OC)c2)c1N	2	3.0	-8	4.8	-6	-3	-8	105	16

3 entries already listed, arranged by number of heavy atoms, largest number first:
SMILES	MEKK2mut PB1 HTS	V1aR counter	GalR3 antag	OXTR agonist	OXTR potentiator	PfM18AAP inh	GPR7 antagonist	MEKK2wt PB1 HTS	NALP1 inh
CC(C)C[C@H](NC(=O)N1CCn2c1nc1ccccc12)C(=O)N[C@H](Cc1ccccc1)C(=O)O	2	-0.6	0	0.0	-3	-1	-8	97	-10
c1ccc(-c2ncnc3cc4n(c23)CCC4)cc1	4	1.1	-3	0.6	-15	4	6	106	3
CCOC(=O)c1[nH]c(C)c(C(=O)N(C)C)c1C	-7	-0.2	-7	0.4	-6	-1	-11	93	1

Bioassay records (PubChem)
